TLR4 MyD88 comp – blocks binding of human TLR4 to MyD88; O00206+Q99836; HeLa CL3-4 TLR4/MyD88 BLA complementation, FRET ratio; inhibition, % at 8.4 µM; 200,000 compounds, 0.18% hits; in the data active = inhibition above about 25%;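 also: 0% = vehicle and 100% = reference inhibitor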
Target sequence (O00206 whole entry, looked up): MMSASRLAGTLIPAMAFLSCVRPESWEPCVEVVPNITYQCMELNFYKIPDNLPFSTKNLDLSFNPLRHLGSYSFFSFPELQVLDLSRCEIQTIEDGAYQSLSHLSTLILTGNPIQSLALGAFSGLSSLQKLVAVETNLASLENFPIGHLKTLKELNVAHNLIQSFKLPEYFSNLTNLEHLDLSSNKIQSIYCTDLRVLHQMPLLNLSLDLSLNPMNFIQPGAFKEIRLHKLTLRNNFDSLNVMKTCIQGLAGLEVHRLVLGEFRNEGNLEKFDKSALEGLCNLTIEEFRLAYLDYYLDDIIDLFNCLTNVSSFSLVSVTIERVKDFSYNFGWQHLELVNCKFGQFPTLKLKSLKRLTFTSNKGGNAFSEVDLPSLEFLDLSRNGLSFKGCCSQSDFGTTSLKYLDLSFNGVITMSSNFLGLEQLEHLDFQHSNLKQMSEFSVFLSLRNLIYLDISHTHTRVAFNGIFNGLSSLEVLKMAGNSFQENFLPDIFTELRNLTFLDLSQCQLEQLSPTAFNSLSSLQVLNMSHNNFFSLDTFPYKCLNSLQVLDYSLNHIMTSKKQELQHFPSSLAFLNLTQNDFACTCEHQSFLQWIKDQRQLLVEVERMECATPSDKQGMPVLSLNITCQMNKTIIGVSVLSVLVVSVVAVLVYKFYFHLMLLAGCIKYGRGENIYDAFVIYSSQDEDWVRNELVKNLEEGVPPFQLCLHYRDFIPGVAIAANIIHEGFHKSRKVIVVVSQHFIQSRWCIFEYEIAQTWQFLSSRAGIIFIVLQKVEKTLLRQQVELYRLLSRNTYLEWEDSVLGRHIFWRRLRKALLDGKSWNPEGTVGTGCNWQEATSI
Target sequence (Q99836 whole entry, looked up): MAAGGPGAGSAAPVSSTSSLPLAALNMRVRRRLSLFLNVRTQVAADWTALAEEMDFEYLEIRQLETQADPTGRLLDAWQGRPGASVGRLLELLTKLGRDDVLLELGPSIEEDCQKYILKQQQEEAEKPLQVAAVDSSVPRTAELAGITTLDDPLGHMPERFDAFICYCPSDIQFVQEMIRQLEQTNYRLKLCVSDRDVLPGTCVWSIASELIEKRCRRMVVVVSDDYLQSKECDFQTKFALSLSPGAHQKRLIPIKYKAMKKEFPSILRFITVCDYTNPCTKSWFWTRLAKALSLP
STAT3 activator – increases IL-6 driven STAT3 reporter signal; AID 871; U3A cells, IL-6 STAT3-luciferase reporter, luminescence; 100% = signal with IL-6 EC80 alone; 190,000 compounds, 0.91% hits; activation (% of control), % at 5.6 µM;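 active = activation above the screen-wide mean of compound activation plus 3 SD, cut at about 130% in these data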;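 also: 0% = background luminescence of wells with medium and substrate only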
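Material: STAT1-lacking human U3A cells, STAT3 luciferase reporter | Benchmarks: IL-6-only wells as 100% reference | Probe or stimulus: IL-6 (33 ng/mL) | Timing: Compound 1 h, then IL-6 6 h at 37 °C | Detection: Luminescence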
STAT1 blocker – STAT1 signaling inhibition; NIH 3T3 STAT1-luciferase reporter, IFN-gamma, luminescence; inhibition, % at 5.5 µM; 200,000 compounds, 0.35% hits; AID 920;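 active = inhibition above a set limit, the mean inhibition across all tested compounds plus 3 SD, cut at about 34% in these data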;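 also: 0% = IFN-gamma with DMSO and 100% = IFN-gamma with 300 µM nifuroxazide; values of inactives mirror those of a sister screen read the other way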
Redox H2O2 prof – compounds producing H2O2 with reducing agent – biochemical, NIH compound library profiling, artefact control for MLSCN library redox annotation, primary screen | DTT-dependent redox cycling H2O2, phenol red/HRP absorbance; 100% = 100 µM peroxide control, 0% = buffer | activation, % at 10 µM | 200,000 compounds, 0.03% hits;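 active = activation of at least 50% relative to the plate's high and low controls in the primary single-dose screen; inactive = activation below 50%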;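 also: compound incubated with DTT at 0.8 mM final as the reducing agent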
NF-kB expr up – compounds increasing NF-kB expression in human neuronal cells. fold change at 12.5 µM. AID 1239. 190,000 compounds, 1.6% hits. NF-kB reporter expression; stronger effect = higher value; in the data active = fold change above about 3.3
Hsp70 act – Hsp70 transcriptional activation, primary screen; HeLa Hsp70 promoter luciferase reporter, luminescence; scaled: vehicle 0, proteasome-inhibitor control 100%; activation, % at 10 µM; 200,000 compounds, 0.04% hits;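 active = activation above the mean across all tested compounds plus 3 SD, cutoff set per campaign, cut at about 5.5% in these data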;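 also: 100% = MG132 at 30 µM as the positive control and 0% = DMSO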
HMGR II inh – blocks class II HMG-CoA reductase of Enterococcus faecalis; purified E. faecalis HMGR, NADPH absorbance 340 nm kinetic; inhibition, % at 10 µM; 190,000 compounds, 0.41% hits; AID 1066;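 active = inhibition above a set limit, the median over all tested compounds plus 3 SD, cut at about 9.5% in these data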;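 also: enzyme runs in reverse so mevalonate oxidation gives rising NADPH absorbance; 0% = complete reaction with DMSO and 100% = background rate lacking mevalonate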
STAT1 activator – increases IFN-gamma driven STAT1 reporter signal; NIH 3T3 STAT1-luciferase reporter, luminescence; 100% = IFN-gamma alone, no compound; activation (% of control), % at 5.5 µM; 200,000 compounds, 2.6% hits; AID 932;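 active = activation above the screen-wide mean activation plus 3 SD, cut at about 130% in these data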;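 also: raw ratio to IFN-gamma control signal so 100% means no change and 0% no light; values of inactives mirror those of a sister screen read the other way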
STAT3 inh – inhibitors of IL-6 induced STAT3 signaling; AID 862; U3A cells, IL-6 STAT3-luciferase reporter, luminescence; host cell line lacks STAT1; inhibition, % at 5.5 µM; 190,000 compounds, 0.89% hits;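 active = inhibition above the mean inhibition across all screened compounds plus 3 SD, cut at about 44% in these data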;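 also: 0% = DMSO only wells and 100% = 100 µM nifuroxazide control wells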
APP 5'UTR act – APP 5'UTR luciferase reporter activation | SH-SY5Y APP 5'UTR luciferase reporter, luminescence; zero percent = DMSO vehicle wells | activation, % at 2 µM | 190,000 compounds, 1% hits;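 active = activation above a set limit, based on mean plus 3 SD of controls, cut at about 140% in these data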; also: values of inactives mirror those of a sister screen read the other way
Starred values were filed as active, the others as inactive; . = not tested or not shown.

SMILES	TLR4 MyD88 comp	STAT3 activator	STAT1 blocker	Redox H2O2 prof	NF-kB expr up	Hsp70 act	HMGR II inh	STAT1 activator	STAT3 inh	APP 5'UTR act
COCCN(CCOC)c1ncnc2c1cnn2-c1ccc(Cl)cc1	-8	86	-30	-0.7	1.1	0.4	-2	127	19	42
CCO[C@H]1OC(C(=O)NCc2nc3ccccc3[nH]2)=C[C@@H](C)[C@@H]1CCCO	6	.	6	1.2	1	-0.2	-4	96	.	-3
CC1=CC(C)C(C(=O)O)C(C(=O)O)C1 (configuration not stated)	3	104	0	2.2	1.1	-0.3	-15	100	4	-18
O=C(NNC(=O)C1CCC(C(=O)NNC(=O)c2cccs2)CC1)c1cccs1 (configuration not stated)	-7	103	1	-0.2	1.2	0.0	-3	99	-1	17
Cc1ccc(/C=N/NC(=O)c2cccc(S(=O)(=O)Nc3cccc(Cl)c3)c2)o1	-12	97	-5	-2.0	1.4	-0.4	1	104	8	-43
O=C(OCc1ccccc1Cl)c1ccc(-n2cnnc2)cc1	13	88	7	0.5	0.88	-0.2	-1	93	13	11
COC(=O)c1ccc(C(=O)OC)c(NC(=S)N2CCN(c3ccc(F)cc3)CC2)c1	-10	100	-4	-0.2	0.64	-0.3	0	106	-2	-9
O=S(=O)(/C(=C/c1ccc(C(F)(F)F)cc1)c1nc2ccccc2[nH]1)c1ccccc1	20	100	31	-0.4	1.1	2.9	-1	73	-3	-60
O=C(NCc1ccco1)c1nc2ccccc2s1	1	111	-19	3.2	1.6	-0.2	-6	118	-10	-34
CCn1nc(C(=O)OCC(=O)c2ccc3c(c2)OCCO3)c2ccccc2c1=O	-5	99	-7	-0.4	1.1	-0.2	-4	106	6	-5
CSCC[C@H](NC(=O)C1CCCC1)c1nc2ccccc2[nH]1	12	99	4	0.3	0.88	0.3	-1	96	3	0
COC(=O)c1ccccc1NC(=O)NC1CCC(C)CC1 (configuration not stated)	-2	100	-2	0.7	1.1	0.1	-13	100	6	-9
O=C(O)CNS(=O)(=O)c1ccc(Br)s1	8	107	3	-0.7	1.2	-0.1	-4	98	-2	-7
Cn1c(-c2ccc(Br)cc2)cnc1NCc1cccnc1	-3	103	-1	2.2	0.96	0.1	2	101	1	13
CNc1ccc(C(=O)c2ccccc2C(=O)O)cc1[N+](=O)[O-]	-15	106	-1	-1.2	0.99	-0.2	-2	100	-2	0
CCOC(=O)c1ccc(NC(=O)C2(c3ccc(Cl)cc3)CCCC2)cc1	5	99	1	-0.5	1	-0.3	-6	99	7	-10
CC1CC(=O)Nc2ccccc2S1(=O)=O (configuration not stated)	-7	105	-7	-0.6	1	-0.2	-2	105	1	21
CC(C)(C)NC(=O)COC(=O)c1nsc(Cl)c1Cl	-1	102	4	0.7	1.4	-0.4	-7	97	-1	8
CN1CC=C2C(C#N)=C(N)C(C#N)(C#N)C(Cc3ccccc3)C2C1 (configuration not stated)	-14	101	-6	-2.7	1	-0.6	-6	106	-1	9
Cn1cc(Br)c(C(=O)N/N=C/c2cccc(OC3CSC3)c2)n1	0	110	-2	-0.2	1.7	-0.2	0	102	-7	-2

Laid out differently: 2 of the compounds above
Each structure is followed by: TLR4 MyD88 comp	STAT3 activator	STAT1 blocker	Redox H2O2 prof	NF-kB expr up	Hsp70 act	HMGR II inh	STAT1 activator	STAT3 inh	APP 5'UTR act
- CCOC(=O)c1ccc(NC(=O)C2(c3ccc(Cl)cc3)CCCC2)cc1
→ 5	99	1	-0.5	1	-0.3	-6	99	7	-10
- CC1=CC(C)C(C(=O)O)C(C(=O)O)C1 (configuration not stated)
→ 3	104	0	2.2	1.1	-0.3	-15	100	4	-18

The list continues:
SMILES	TLR4 MyD88 comp	STAT3 activator	STAT1 blocker	Redox H2O2 prof	NF-kB expr up	Hsp70 act	HMGR II inh	STAT1 activator	STAT3 inh	APP 5'UTR act
CC(C)c1ccc(/C=C/C(=O)n2nnc3ccccc32)cc1	-14	96	10	0.2	1.7	-0.1	-1	91	8	26
Cc1cccc(NC(=O)Nc2ccc(C#N)cc2)n1	5	78	-122	0.3	1.2	-0.1	-6	208*	26	16
CCOc1ccc(C2Nc3cccc4cccc(c34)N2)cc1OC	-4	98	2	0.3	0.91	0.2	.	99	4	14
CCCCCSc1nc2c(c(=O)[nH]c(=O)n2C)n1C(C)C	4	102	-9	-0.1	0.81	-0.2	-1	108	3	9
Cc1ccc2cc3cc(C(=O)N4CCCCCC4)oc3nc2c1	-3	60	-76	1.4	4.3*	0.1	-4	169*	49*	167*
COC(C(=O)Nc1ccc(S(=O)(=O)Nc2ccc(F)cc2)cc1)c1ccccc1 (configuration not stated)	8	108	0	0.5	0.84	-0.3	6	100	-15	-9
Cn1c(SCc2nc(-c3ccccc3)no2)nnc1-c1ccco1	0	94	7	-0.7	1.2	0.0	-1	94	9	-1
COCCCN=CC1=C(O)CC(C)(C)CC1=O	12	98	-7	0.2	1.2	0.2	-8	107	7	6
O=C(Nc1ccccn1)C1COc2ccccc2O1 (configuration not stated)	-6	103	0	-0.4	.	-0.4	-6	101	-2	35
COc1ccc(NC(=O)C(Sc2ccccc2)c2ccccc2)c(OC)c1 (configuration not stated)	6	97	-8	0.0	0.86	-0.4	-1	107	5	27
CCOc1cc(C(=O)Nc2c(C)ccc3nsnc23)cc(OCC)c1OCC	-3	93	10	-0.6	1.3	-0.5	1	90	10	-1
Cc1cc(C)nc(OC(=O)c2ccc(Cl)cc2Cl)n1	-19	89	-6	-0.5	1	0.0	-3	105	21	-4
COc1ccc(C/C(C)=N/NC(=S)Nc2ccc(C)c(C)c2)cc1	9	114	5	-0.1	0.94	-0.2	-9	95	-10	2
CNCc1ccccc1Sc1cc(O)ccc1O	8	95	10	-0.1	1.1	0.1	-5	90	2	4
COc1ccc2c(CC(=O)NCc3cccs3)coc2c1	9	111	-10	-0.2	1.5	0.0	-1	108	-4	18
COc1ccc(CCC(=O)NCCCNC(=O)CCc2ccc(OC)cc2)cc1	-4	105	11	0.3	0.94	-0.3	-1	90	-9	-19
O=[N+]([O-])c1cccc(/C=C/C=N/Nc2nc(N3CCCCC3)nc(N3CCCCC3)n2)c1	-14	97	-9	0.2	.	-0.3	-5	106	8	-12
COC(=O)c1sc(S(=O)(=O)N2CCCCC2C(=O)O)c(C(=O)OC)c1C (configuration not stated)	-3	102	-2	2.0	1	-0.1	-7	102	2	-59
O=C(C1CCCC1)N(c1ccccc1)C1C=CS(=O)(=O)C1 (configuration not stated)	-4	103	2	-0.4	1.2	-0.3	5	99	3	10
Cc1nn(-c2ccccc2)c2sc(C(=O)N3CCc4ccccc4C3)cc12	-11	102	0	0.5	1.2	-0.1	-5	101	2	-8
CC(C)CN(C(=O)CSc1nnnn1-c1ccccc1)c1c(N)n(CC(C)C)c(=O)[nH]c1=O	-1	101	0	-1.7	1.1	-0.2	1	99	1	6
Clc1ccc(-c2cn3c(n2)CCC3)cc1	-6	78	-23	0.1	3.5*	0.0	-10	121	31	115
COc1ccc(CCNC(=O)NC23CC4CC(CC(C4)C2)C3)cc1OC	0	102	3	1.2	1.1	0.0	-9	98	1	-1
C#CCOCCOCCOCCNc1nc(N2CCN(C(=O)Cn3cc(CC(C)O)nn3)CC2)nc(N2CCN(C(=O)[C@H](CCCCN)n3cc(CCC(=O)O)nn3)CC2)n1 (some centres not stated)	0	99	4	-0.3	1.4	-0.3	-9	97	-2	-11
O=C(O)/C(=C/c1cccnc1)NC(=O)c1ccccc1	0	107	2	0.2	1.1	-0.2	-1	98	-5	13
CCn1c(=N)c(C(N)=O)cc2c(=O)n3cccc(C)c3nc21	-3	97	-7	0.9	.	0.0	.	106	10	5
CC(Sc1nnc(-c2cccnc2)n1-c1ccccc1F)C(=O)N1CCCc2ccccc21 (configuration not stated)	2	102	1	-0.2	0.76	-0.3	-3	99	1	-4
O=C(N=C1c2ccccc2CN1c1ccc(F)c(F)c1)c1cccnc1	-1	87	-10	-2.6	1.1	-0.1	-2	108	18	31
CCC(=O)N(Cc1cc(=O)[nH]c2ccccc12)c1cccc(C)c1	4	142*	-3	-0.4	1	-0.1	-6	103	-48	12
CCCCC(C(=O)NC1CCCC1)N(Cc1ccco1)C(=O)Cn1nnc(-c2ccc(F)cc2)n1 (configuration not stated)	-4	98	2	0.1	0.66	-0.4	-4	98	1	15
N/C(=N\c1nc(CSc2ccc(Cl)cc2)cc(=O)[nH]1)Nc1cccc2ccccc12	-8	103	0	0.3	1.9	-0.3	-4	100	-7	-4
Cc1ccc(S(=O)(=O)N(C)c2ccc(C(=O)N3CCc4ccccc4C3)cc2)cc1	-5	107	0	-0.3	1.4	0.0	-4	100	2	0
Cc1ccc(C(=O)Nc2cccc(N(C)S(C)(=O)=O)c2)cc1S(=O)(=O)Nc1ccccc1	6	86	40*	-7.1	0.68	-0.1	-3	65	22	6
COCCSc1ccccc1C(=O)Nc1nnc(COC)s1	0	98	-12	1.5	1	-0.4	-5	111	8	-11
O=C(COc1ccc(Cl)cc1)Nc1cccc(-c2ccc3nncn3n2)c1	-15	101	3	-0.5	0.73	-0.1	-4	97	11	-2
CC1CCCCN1C(=O)C(Cc1ccccc1)N1C(=O)C2CCCCC2C1=O (configuration not stated)	-4	90	1	0.2	1	-0.3	-2	99	9	1
CCCNC(=O)Nc1ccsc1C(=O)OC	10	96	0	-2.1	1	-0.1	0	98	12	-17
O=C(C1CCN(S(=O)(=O)c2cccc3nsnc23)CC1)N1CCc2ccccc2C1	7	98	-3	2.0	0.49	-0.1	-2	102	7	6
Cc1cccc(NC(=S)Nn2cnnc2)c1C	-1	97	-2	-2.4	1.1	0.1	-1	100	7	-20
COCCCNC(=O)Cc1coc2ccc3ccccc3c12	0	87	0	-0.4	1.1	0.0	-2	99	24	0
N#CC1=C(N)Oc2cc(N)ccc2C1c1cccnc1 (configuration not stated)	-1	101	-10	0.8	0.85	-0.4	-5	109	2	17
CC(C)CC(=O)NCC(C)NC(=O)CC(C)C (configuration not stated)	-6	102	10	2.1	1.3	-0.4	-2	91	-2	2
COC(=O)c1c(O)c2c([nH]c1=O)CCCC2	2	102	24	0.2	0.96	-0.1	1	78	4	-7
O=C(N/N=C/C1CC=CCC1)c1ccc(Cl)cc1O (configuration not stated)	-10	96	10	-0.5	1.4	-0.2	2	91	0	18
CCc1ccc2c(c1)cc(CN(C(=S)Nc1ccccc1C)C1CC1)c1nnnn12	-3	103	3	-1.9	1.1	0.7	3	97	2	.
O=C(COc1ccc(Cl)cc1)Nc1ccc(Cl)cn1	-2	96	-7	2.2	1.1	0.0	0	106	5	40
CC(=O)Nc1cccc(-c2nnc3c4ccccc4c(C)nn23)c1	1	80	-5	-0.6	1.1	-0.4	-3	104	28	-6

Record cards, from the list above. Order of values: TLR4 MyD88 comp, STAT3 activator, STAT1 blocker, Redox H2O2 prof, NF-kB expr up, Hsp70 act, HMGR II inh, STAT1 activator, STAT3 inh, APP 5'UTR act
`COC(=O)c1c(O)c2c([nH]c1=O)CCCC2` across the screens: 2, 102, 24, 0.2, 0.96, -0.1, 1, 78, 4, -7
`CC(=O)Nc1cccc(-c2nnc3c4ccccc4c(C)nn23)c1` across the screens: 1, 80, -5, -0.6, 1.1, -0.4, -3, 104, 28, -6

Assay outcomes (PubChem BioAssay)
